Bioassay records: PubChem BioAssay, NCI
NCI-60 one-dose screen, 48 h, at 10 µM unless noted. Numbers give growth in % (100 = growth as untreated, 0 = no growth, -100 = all killed).
SNB-75 – SNB-75 CNS cancer. AID 1794750. 5% of 79,000 active
HCC-2998 – HCC-2998 colon cancer; AID 1794799; 4.7% of 79,000 active
PC-3 – PC-3 prostate cancer cells; 3.9% of 80,000 active
KM12 – KM12 colon cancer cells. 5% of 82,000 active. AID 1794800
HT29 – HT29 colon cancer; 7.4% of 81,000 active; AID 1794748
DU-145 – DU-145 prostate cancer | AID 1794760 | 4.2% of 81,000 active
SF-539 – SF-539 CNS cancer; 6.8% of 81,000 active
SW-620 – SW-620 colon cancer. 5.2% of 82,000 active. AID 1794795
SNB-19 – SNB-19 CNS cancer cells. 2.5% of 81,000 active. AID 1794751
* hit, by the source's call; . = not tested or not shown; & = joins results of further samples. How the source made its calls: active means growth percent below 10; inactive means the rest.

SMILES	SNB-75	HCC-2998	PC-3	KM12	HT29	DU-145	SF-539	SW-620	SNB-19
COc1ccc(/C(C#N)=C2C=C(Cl)/C(=N/O)C=C/2Cl)cc1	94	104	73	88	94	103	121	93	111
O=S(c1ccccc1)c1ccc2nnnn2n1 (centres undefined)	107	113	97	98	92	105	102	60	107
COc1ccc(/C=C/C=C/C(=O)c2ccc(NC(=O)Nc3ccccc3)cc2)cc1	74	98	85	84	86	87	85	95	87
COc1ccc(/C=C/c2nc3ccccc3c(=O)n2CC(=O)Nc2ccccc2)cc1	-35*	80	85	67	83	78	32	62	29
Nc1nc(SCc2ccccc2)cc(C(=O)O)n1	85	102	95	96	103	108	107	100	109
C=C(C)[C@@H]1CC[C@]2(C(=O)O)CC[C@]3(C)[C@H](CC[C@@H]4[C@@]5(C)CC[C@H](NC(=O)C(Cl)Cl)C(C)(C)[C@@H]5CC[C@]43C)[C@@H]12	97	84	61	47	73	76	88	80	75
Cn1c(N)c(N)c(=O)[nH]c1=O	79	103	89	108	96	111	109	101	102
Cc1ccc(-c2noc(-c3ccc4c(c3)OCCO4)n2)cc1	87	93	91	98	88	88	104	92	91
CC(C)(C)Nc1c(-c2cccnc2)nc2ncccn12	.	112	96	104	101	107	97	104	100
CS(=O)(=O)Oc1ccc2c3c(c(=O)oc2c1)CCCCCC3	96	84	.	83	42	86	85	95	89
Nc1nc(Nc2ccc(F)cc2)nn1C(=O)c1cc(Cl)ccc1Cl	77	86	76	51	71	79	73	71	66
Cc1[nH]c2ncnc(Nc3ccc(NC(=O)Nc4cccc(Cl)c4)c(F)c3)c2c1C	78	163	80	108	99	101	68	113	95
O=C(Cc1ccccc1)Nc1cccc(N=Cc2ccccc2O)c1	74	106	93	98	113	93	101	109	99
COc1ccc(-n2sc(=O)n(Cc3ccc(COC(=O)C(C)c4ccc(CC(C)C)cc4)cc3)c2=O)cc1 (centres undefined)	47	84	62	86	22	44	27	-12*	80
COc1ccc(C(C)n2cc(-c3ccccc3)nn2)cc1OC1CCCC1 (centres undefined)	98	111	78	90	95	100	92	103	89
O=C(CCl)n1c(-c2ccccc2)nc2ccccc21	80	111	103	101	105	102	102	96	91
O=C(Nc1ccccc1)C1CN(Cc2ccccc2F)CCS1 (centres undefined)	99	91	97	95	96	108	106	98	102
O=C(Nc1cccnc1Nc1ccc(F)cc1)c1cn(Cc2cccc(Oc3ccccc3)c2)nn1	66	85	62	56	53	85	64	56	68
CN(C)c1ccnc(SCc2ccc(Cl)cc2Cl)n1	106	116	90	112	95	106	120	106	92
CN1CCN(CCNC(=O)Nc2ncccc2OCc2ccccc2)CC1	87	111	95	102	103	100	100	100	102
Nc1nc(N)c2nc(CNc3ccc(C(=O)NC(CC(=O)O)C(=O)O)cc3)cnc2n1 (centres undefined)	115	70	76	46	30	66	65	33	91
Cn1ccnc1C(=O)/C=C/c1ccc(CC(=O)Nc2ccc(F)cc2)cc1	-7.2*	85	36	6.5*	-26*	-16*	2.3*	10	19
CCSC(SCC)C(O)C(O)C(O)C(O)CO (centres undefined)	87&80	96&104	83&99	103&110	102&105	107&124	94&103	105&106	98&96
CCCCCCCS(=O)(=O)N1CCCC(C(=O)Nc2nc3ccc(NC(=O)c4ccc(F)c(OC)c4F)cc3s2)C1 (centres undefined)	65	58	40	64	60	63	26	65	32
CC(=O)Nc1ccc(O)c(Br)c1	102	93	97	100	92	109	100	107	106

Among those listed so far, 3 contain a COOH group:
SMILES	SNB-75	HCC-2998	PC-3	KM12	HT29	DU-145	SF-539	SW-620	SNB-19
Nc1nc(SCc2ccccc2)cc(C(=O)O)n1	85	102	95	96	103	108	107	100	109
C=C(C)[C@@H]1CC[C@]2(C(=O)O)CC[C@]3(C)[C@H](CC[C@@H]4[C@@]5(C)CC[C@H](NC(=O)C(Cl)Cl)C(C)(C)[C@@H]5CC[C@]43C)[C@@H]12	97	84	61	47	73	76	88	80	75
Nc1nc(N)c2nc(CNc3ccc(C(=O)NC(CC(=O)O)C(=O)O)cc3)cnc2n1 (centres undefined)	115	70	76	46	30	66	65	33	91

The listing continues:
SMILES	SNB-75	HCC-2998	PC-3	KM12	HT29	DU-145	SF-539	SW-620	SNB-19
Cc1ccc(/C=C2/SC(=S)N(CC(=O)Nc3ncc(Cc4ccccc4)s3)C2=O)cc1	92	102	.	103	120	107	94	103	97
CCN1CCN(c2cc(-c3ccccc3)nc(Nc3ccc(C(c4c[nH]c5ccc(Br)cc45)c4c[nH]c5ccc(Br)cc45)cc3)n2)CC1	87	99	79	68	84	90	80	85	101
COc1ccc(Cc2ccc(OC)cc2)cc1	89	.	95	104	104	110	100	89	98
CC(=O)N[C@H](C(=O)N[C@H](Cc1ccccc1)C(=O)N[C@H](CS)C(=O)N[C@H](CCCNC(=N)N)C(=O)N[C@H](CCCNC(=N)N)C(=O)N[C@H](CCCNC(=N)N)C(=O)N[C@H](CCCNC(=N)N)C(=O)N[C@H](CCCNC(=N)N)C(=O)N[C@H](CCCNC(=N)N)C(=O)N[C@H](CCCNC(=N)N)C(=O)N[C@H](CCCNC(=N)N)C(N)=O)[C@@H](C)O	84	104	102	106	111	112	96	102	.
CCCCCCOCCCN1C(=O)c2ccccc2C1=O	91	104	108	98	102	104	98	94	101
COc1ccc(-c2cc(Nc3ccnc(N4CCOCC4)n3)on2)cc1	-3.7*	40	.	20	9.4*	20	-32*	31	39
CC(C)CCNC(=O)Cn1ccc2ccccc2c1=O	100	97	88	105	96	114	113	105	99
Fc1ccc2[nH]cc(-c3nn4cc(-c5nccs5)nc4s3)c2c1	66	96	80	73	99	80	90	89	96
Ic1cccc2ccccc12	92	100	95	101	111	108	130	94	101
Cn1c([N+](=O)[O-])cnc1N1CCN(c2nncs2)C1=O	.	93	101	113	106	117	98	112	102
O=C(O)c1ccc([N+](=O)[O-])cc1	.	98	95	123	106	124	108	104	99
Cc1ccc(S(=O)(=O)n2nc(NS(=O)(=O)c3cc(C)c(Cl)cc3SCc3ccccc3)[nH]c2=O)cc1	85	113	84	95	96	98	73	91	96
CC(C)OC(=O)Nc1ccccc1Cl	94	94	101	105	103	99	89	106	102
O=C(COc1ccc(NC(=O)Nc2ccc(Cl)cc2)cc1)N/N=C/c1ccccc1O	89	108	104	103	102	109	98	.	98
Cc1cc2c(-c3nc4ccccn4c3Nc3cccc4ccccc34)c(O)c(O)cc2c(O)c1-c1c(C)cc2c(-c3nc4ccccn4c3Nc3cccc4ccccc34)c(O)c(O)cc2c1O	30	42	16	20	27	31	20	24	16
N#Cc1c(-c2ccc(Br)cc2)nc2c(N=Nc3ccc(S(N)(=O)=O)cc3)c(N)nn2c1N	57	62	38	52	43	33	39	44	62
CC1(C)C(=O)/C(=C\c2ccc(C(F)(F)F)cc2)C[C@]2(C)[C@H]3CC[C@@H]4[C@@H](C(=O)/C=C/c5ccc(C(F)(F)F)cc5)CC[C@@]4(C)[C@]3(C)CC[C@@H]12	92	99	92	99	113	108	101	102	103
Cc1ccc(O)c([N+](=O)[O-])c1	77	106	.	93	114	115	92	.	107
CC(O)(c1ccccc1)c1ccc2ccccc2n1 (centres undefined)	82	.	83	100	105	100	112	100	99
Cc1c(Cc2ccccc2)c(=O)oc2c(C)c(OCC(=O)n3nc(C#N)cc3N)ccc12	81	104	89	99	96	104	99	101	99
COc1ccc(/C=N/NC(=O)Cn2c(-c3ccc(S(C)(=O)=O)cc3)nc3ccccc32)cc1	101	96	93	104	103	111	96	98	100
COc1ccc(-c2nc(SCC(=O)c3ccc(-c4ccccc4)cc3)[nH]c(=O)c2C#N)cc1	73	108	97	91	91	99	95	97	97
CC12CCCC(=O)N1c1ccc(Br)cc1-c1nc(=O)c(-c3ccccc3)nn12 (centres undefined)	73	108	98	104	109	101	98	98	96
O=S1SC(c2ccccc2)=NN1c1ccccc1 (centres undefined)	71	106	61	76	107	98	98	92	95
Cc1nnc2[nH]c(=O)c(/C=C\c3ccco3)nn2c1=O	114	99	93	116	92	109	103	96	103
Following part
SMILES	SNB-75	HCC-2998	PC-3	KM12	HT29	DU-145	SF-539	SW-620	SNB-19
Cn1ccc(-n2nnc(-c3nc4ccccc4[nH]3)c2N)n1	103	98	94	89	105	109	93	104	95
Cc1ccc(NC(=O)c2c(Nc3ccccc3)nn3cc(-c4nc5ccccc5s4)c(N)nc23)cc1	95	109	99	101	112	111	94	102	104
c1ccc(C(=C2CCCO2)c2ccccc2)cc1	95	108	95	106	.	122	114	107	100
CC(=O)OCC1OC(n2cnc3c(=S)nc(N)[nH]c32)C(OC(C)=O)C1OC(C)=O (centres undefined)	56	.	104	86	75	53	86	83	100
FC(F)(F)c1ccc(/C=C/c2cc(/C=C/c3ccc(Cl)cc3Cl)nc3ccccc23)cc1	118	118	93	102	111	113	99	.	101
NS(=O)(=O)c1cccc(NC(=O)CSc2ccc(-c3ccccc3)nn2)c1	.	129	101	109	119	104	95	116	86
O=C(Nc1ccccc1)Oc1ccccc1-c1ccccc1	75	107	80	107	96	105	105	100	100
CCOC(=O)c1cccnc1Nc1ccc(NC(=O)Nc2cccc(C(F)(F)F)c2)cc1	98	83	35	45	73	85	88	92	93
CC1OS(=O)OC1C (centres undefined)	95&93	118&99	97&100	97&107	104&89	102&113	99&97	98&105	101
Cc1ccc2[nH]c(=O)cc(N=[N+]=[N-])c2c1	78	103	85	92	90	106	105	90	91
CCCCn1c(=O)c2c(nc3n2CCCN3CCc2ccc(O)c(O)c2)n(CCCC)c1=O	65	97	67	92	83	85	78	92	84
Cc1cc(N)n(-c2nc3ccccc3[nH]2)n1	70	102	88	96	108	108	93	93	99
Cc1cc(Cc2ccc(N=C=O)c(C)c2)ccc1N=C=O	102	113	93	92	116	.	101	106	106
COc1ccc(/C=C2\C(=O)N(Cc3ccco3)SC2=S)c(OC)c1OC	86	114	92	103	91	105	103	105	96
C=CCOC(=O)Nc1ccccc1	.	100	97	.	101	.	109	100	102
CCCCNC(c1ccc(N(CC)CC)cc1)C(Cl)(Cl)Cl (centres undefined)	73	103	101	106	109	112	101	94	94
Cc1nc2ccc(OCc3cn(Cc4ccccc4)nn3)cc2c(=O)n1Cc1ccccc1	79	106	83	85	96	100	101	99	90
COc1cc2c(c(OC)c1OC)C(=O)CC(c1cccc(NC(=O)c3cc(NC(=O)[C@H](CO)NC(=O)OC(C)(C)C)ccc3Cl)c1)O2 (some centres undefined)	55	73	28	15	16	27	37	44	45
C(COC1CC2CC1C1C2CC2OC21)OC1CC2CC1C1C2CC2OC21 (centres undefined)	94	108	99	110	97	102	103	95	87
O=C(Nc1ccc(I)cc1F)c1cc(-c2ccc(F)cc2F)ccc1O	-24*	5.1*	2.2*	6.4*	17	22	0.0*	10	11
CCCCCCCCCCCCCCCCCC(=O)OCC(=O)[C@@]1(O)CC[C@H]2[C@@H]3CCC4=CC(=O)CC[C@]4(C)[C@H]3[C@@H](O)C[C@@]21C	107	102	98	99	105	114	101	104	107
O=c1c2cnn(-c3ccccc3)c2n2c(-c3ccccc3)nnc2n1-c1ccccc1	84	106	.	92	83	97	75	108	91
O=C1C=C(C2CCCCC2)C(=O)c2ccccc21	69	105	74	94	108	91	95	118	103
COc1cc(/C=C/C(=O)c2ccc(NC(=O)CSc3nnc(-c4ccc(-c5nc6ccc(C)cc6[nH]5)cc4)o3)cc2)cc(OC)c1OC	102	104	101	102	110	106	95	106	97
CC(C)C(=O)Nc1nc2c(s1)CCc1ccn(S(=O)(=O)c3ccccc3)c1-2	99	92	83	94	82	99	114	104	110

3 entries from above, reformatted.
FC(F)(F)c1ccc(/C=C/c2cc(/C=C/c3ccc(Cl)cc3Cl)nc3ccccc23)cc1
  SNB-75: 118 | HCC-2998: 118 | PC-3: 93 | KM12: 102 | HT29: 111 | DU-145: 113 | SF-539: 99 | SW-620: . | SNB-19: 101

Cc1cc(N)n(-c2nc3ccccc3[nH]2)n1
  SNB-75: 70 | HCC-2998: 102 | PC-3: 88 | KM12: 96 | HT29: 108 | DU-145: 108 | SF-539: 93 | SW-620: 93 | SNB-19: 99

O=C1C=C(C2CCCCC2)C(=O)c2ccccc21
  SNB-75: 69 | HCC-2998: 105 | PC-3: 74 | KM12: 94 | HT29: 108 | DU-145: 91 | SF-539: 95 | SW-620: 118 | SNB-19: 103

The results go on:
SMILES	SNB-75	HCC-2998	PC-3	KM12	HT29	DU-145	SF-539	SW-620	SNB-19
CCCCn1ccc(=O)[nH]c1=O	75	92	99	100	96	109	99	105	108
O=C(O)c1ccccc1Cc1ccc(F)c2ccccc12	77&94	103&109	91&120	104&103	107&116	116&91	107&117	96&105	104&101
CCC(C)c1ccccc1OCC(C)OC(=O)C(C)C (centres undefined)	85	111	74	100	81	108	108	110	105
CCOC(=O)N1CCN(CCCCOc2ccc(Cl)cc2)CC1	111	96	94	101	107	98	111	101	106
C=C[C@@H]1C[C@@H]2Cc3cc(Cl)ccc3N1O2	93	94	95	97	.	111	105	97	113
O=C1C2=C(Nc3ccccc3SC2c2ccccc2)c2ccccc21 (centres undefined)	96	93	73	81	35	83	86	82	88
CCOC(=O)n1cc(-c2nonc2-c2cn(C(=O)OCC)c3ccc(Br)cc23)c2ccccc21	73	87	69	73	76	94	98	86	93
Cc1nc2c(=O)[nH]c(N)nc2[nH]c1=O	98	112	90	103	96	99	106	73	95
CCOC(=O)CC1CSC(Nc2ccc(Cl)cc2)=N1 (centres undefined)	94	101	99	104	100	110	103	110	112
O=C(/C(=N/O)[n+]1ccccc1)c1ccccc1	99	98	105	99	103	100	106	99	104
Cn1nc(-c2ccccc2)c2c(-c3ccccc3)onc2c1=O	21	74	32	34	1.6*	35	2.8*	29	34
CC1CC(C)C(C)C(CO)C1 (centres undefined)	.	106	77	102	99	111	94	107	105
O=C1OCC2=C1C(c1cccc([N+](=O)[O-])c1)c1cc3c(cc1N2CCO)CCC3 (centres undefined)	42	6.8*	22	16	3.4*	3.2*	-16*	22	25
